Compound activity deposited in PubChem by National Center for Advancing Translational Sciences (NCATS).
ATXN2 expr inh: inhibitors of ATXN2 expression; HEK-293 ATXN2-luciferase reporter, luminescence, 24 h; Potency, µM (top dose mostly 57 µM), without a hit: at the highest dose activity change, negative = inhibition, most hits filed as inhibitors; actives 0.72% (n = 360,000); note: potency is the fitted concentration of half-maximal effect; % is set by controls: 0 for no effect and ±100 for the full control effect; nearly all actives have a fitted effect of over 55% in size
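qHTS (up to 57 uM final) was run with 24 h compound exposure of reporter cells at 37 °C. Each well was multiplexed: SteadyGlo luminescence measured ATXN2-luciferase expression after a fluorogenic Gly-Phe-AFC viability readout (25 uM final).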
SW480 rerep: induces DNA re-replication in SW480 colon adenocarcinoma cells | SW480 DNA re-replication, Hoechst DNA content imaging, 48 h | Potency, µM (titrated, usually from 46.1 µM), for the others: at the highest dose re-replication activation, actives largely listed as activators | actives 1.8% (n = 340,000); note: potency is the fitted concentration of half-maximal effect; % of control where 0% means no effect; nearly all actives have a fitted effect of over 55% in size
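Readout is total intensity of Hoechst-stained nuclei, excited at 405 nm and collected at 500-530 nm. Compound treatment lasted 48 hr at 37 C in 5% CO2 before staining.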
HT1080 IDH1KD tx: HT-1080 IDH1 knockdown cell toxicity (counter line); HT-1080 IDH1 knockdown viability, ATP luminescence, 48 h; actives 2% (n = 360,000); Potency, µM (titrated, usually from 46.1 µM), inactives show at the highest dose activity, negative = toxicity, most hits filed as cytotoxic; AID 686971;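 note: potency is the fitted concentration of half-maximal effect; 0% = DMSO wells and -100% = cell-free medium wells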
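Knockdown cells (IDH1KD HT-1080) received compounds 2 h after plating at 750 cells/well and were kept 48 h at 37 °C in 5% FBS RPMI. A CellTiter-Glo luminescence read gave % activity for curve fitting.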
HT1080-NT tox: kills 2HG-producing HT-1080-NT fibrosarcoma cells; HT-1080-NT fibrosarcoma viability, CellTiter-Glo ATP luminescence, 48 h; Potency, µM (titrated, usually from 46.1 µM), without a hit: top-dose activity, negative = less viability, hits mostly cytotoxic; actives 1.6% (n = 360,000);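 note: NT is the 2HG producing partner of a matched IDH1 knockdown line; potency is the fitted concentration of half-maximal effect; 0% = DMSO-treated cells and -100% = media-only wells without cells; nearly all actives have a fitted effect of over 55% in size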
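Viability by CellTiter-Glo luminescence after 48 h compound exposure at 37C of HT-1080-NT cells (750/well, RPMI, 5% FBS). % activity scaled between DMSO wells and medium-only wells, then curve-fitted and categorized by curve class.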
MCF10A rereplic: induces DNA re-replication in MCF 10a normal breast cells; AID 624296; actives 2.9% (n = 350,000); MCF 10A DNA re-replication, Hoechst nuclear intensity, 48 h; Potency, µM (titrated, usually from 46.1 µM), without a hit: at the highest dose activity, positive = re-replication, most hits filed as activators; note: potency is the fitted concentration of half-maximal effect; % of control where 0% means no effect; nearly all actives have a fitted effect of over 50% in size
WRN inhibitor: inhibitors of human WRN helicase; actives 0.46% (n = 360,000); Potency, µM (titrated, usually from 114 µM), for inactives: at the highest dose activity change, negative = inhibition, most hits filed as inhibitors; AID 651768; WRN helicase unwinding, fluorescent forked duplex, kinetic; Q14191; note: potency is the fitted concentration of half-maximal effect; % is set by controls: 0 for no effect and ±100 for the full control effect; nearly all actives have a fitted effect of over 55% in size
Target sequence (Q14191 whole entry, looked up): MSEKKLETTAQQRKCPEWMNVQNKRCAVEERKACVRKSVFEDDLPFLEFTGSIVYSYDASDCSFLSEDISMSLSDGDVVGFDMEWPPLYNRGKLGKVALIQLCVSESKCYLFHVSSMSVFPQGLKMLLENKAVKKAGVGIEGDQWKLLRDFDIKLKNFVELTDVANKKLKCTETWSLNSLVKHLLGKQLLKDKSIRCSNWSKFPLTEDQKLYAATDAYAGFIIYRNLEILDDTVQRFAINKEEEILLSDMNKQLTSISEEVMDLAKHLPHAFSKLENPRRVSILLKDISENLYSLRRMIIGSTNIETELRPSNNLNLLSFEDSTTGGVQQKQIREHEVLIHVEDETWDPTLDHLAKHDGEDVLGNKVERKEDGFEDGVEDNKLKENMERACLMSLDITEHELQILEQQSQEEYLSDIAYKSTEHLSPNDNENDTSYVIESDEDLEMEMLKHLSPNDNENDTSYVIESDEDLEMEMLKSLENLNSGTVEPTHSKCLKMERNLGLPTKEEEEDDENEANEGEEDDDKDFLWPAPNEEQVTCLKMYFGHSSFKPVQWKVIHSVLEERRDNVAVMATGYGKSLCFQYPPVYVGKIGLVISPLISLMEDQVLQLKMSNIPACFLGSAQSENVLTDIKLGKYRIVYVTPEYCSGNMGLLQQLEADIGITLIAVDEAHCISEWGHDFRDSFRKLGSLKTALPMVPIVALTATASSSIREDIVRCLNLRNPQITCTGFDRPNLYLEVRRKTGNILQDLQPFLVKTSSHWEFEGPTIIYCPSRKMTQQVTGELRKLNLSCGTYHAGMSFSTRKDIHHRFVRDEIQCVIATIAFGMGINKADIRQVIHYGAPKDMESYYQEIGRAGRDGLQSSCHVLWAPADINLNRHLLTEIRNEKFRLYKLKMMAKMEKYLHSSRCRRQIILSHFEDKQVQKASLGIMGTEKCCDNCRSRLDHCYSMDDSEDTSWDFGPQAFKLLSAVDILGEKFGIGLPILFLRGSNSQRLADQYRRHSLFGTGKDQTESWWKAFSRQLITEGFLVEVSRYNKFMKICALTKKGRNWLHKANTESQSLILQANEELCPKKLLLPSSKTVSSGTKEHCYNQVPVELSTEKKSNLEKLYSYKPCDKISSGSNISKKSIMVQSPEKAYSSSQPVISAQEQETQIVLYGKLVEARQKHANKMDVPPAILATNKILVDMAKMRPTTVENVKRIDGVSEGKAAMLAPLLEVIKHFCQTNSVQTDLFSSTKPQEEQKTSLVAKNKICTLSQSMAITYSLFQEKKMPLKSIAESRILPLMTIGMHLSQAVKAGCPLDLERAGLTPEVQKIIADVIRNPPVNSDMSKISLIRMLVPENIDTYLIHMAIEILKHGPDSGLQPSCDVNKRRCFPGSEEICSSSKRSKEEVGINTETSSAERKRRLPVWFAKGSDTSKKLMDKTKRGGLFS
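Fluorescence dequenching readout, ex 525 nm/em 598 nm, kinetic mode: forked duplex DNA (100 nM final) with adjacent fluorophore and quencher unwound by WRN (20 nM final) with 2 mM ATP. Compound preincubation 15 min, room temperature.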
KB-3-1 tox: KB-3-1 parental cell cytotoxicity; Potency, µM (top dose mostly 46.1 µM), inactives show at the highest dose activity change, negative = cytotoxic, hits mostly cytotoxic; AID 1347075; KB-3-1 viability, CellTiter-Glo ATP luminescence, 72 h; actives 1.4% (n = 400,000); note: potency is the fitted concentration of half-maximal effect; % is set by controls: 0 for no effect and ±100 for the full control effect; nearly all actives have a fitted effect of over 60% in size
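Multi-concentration cytotoxicity screen in KB-3-1 cells grown in DMEM lacking phenol red with 10% FBS. After 72 h at 37 °C with compound, ATP-dependent luminescence was recorded.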
KB-V1 cytotox: KB-V1 MDR subline cytotoxicity; KB-V1 MDR cells viability, CellTiter-Glo, 72 h; Potency, µM (doses to about 46.1 µM), inactives show top-dose activity change, negative = cytotoxicity, hits mostly cytotoxic; actives 3.4% (n = 400,000); note: potency is the fitted concentration of half-maximal effect; % is set by controls: 0 for no effect and ±100 for the full control effect; nearly all actives have a fitted effect of over 60% in size
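Potencies derive from concentration-effect curves fitted to normalized luminescence (CellTiter-Glo) of KB-V1 cells treated for 72 h at 37 degrees C in phenol-red-free DMEM containing 10% FBS.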
IL1B secr inh: blocks inflammasome-driven IL-1 beta release | THP-1 LPS/ATP IL-1B secretion, AlphaLISA, 16 h; active compounds read low | activity change, % at 57.5 µM | actives 4.7% (n = 360,000); in the data active = activity change below about -50%; inconclusive = mostly about -30% to -49%; note: % is set by controls: 0 for no effect and ±100 for the full control effect
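THP-1 cells pretreated 1 hr with compounds (up to 57.5 uM final), then stimulated with LPS (250 ng/mL final) plus ATP (1.25 mM final); secreted IL-1B measured by AlphaLISA after 16 hr, decreased signal indicating inhibition.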
* hit, by the source's call; ? = inconclusive; . = no result given; ! = not active in a repeat; [ ] = another dose, or the depositor's remark. Unless noted, calls come from the whole dose curve; as a rule, active = well fitted curve in the direction sought with a large enough effect; inconclusive = small, poorly fitted or top-dose-only effect, or another doubt; inactive = no such curve, though single readings can be large; an effect the other way counts as inactive or inconclusive. Compounds as they come. About 12% of those tested had a hit in this group.

Each structure is followed by: KB-V1 cytotox	HT1080-NT tox	MCF10A rereplic	WRN inhibitor	IL1B secr inh	HT1080 IDH1KD tx	SW480 rerep	KB-3-1 tox	ATXN2 expr inh
- CN(C)S(=O)(=O)c1ccc(C(=O)NC(=O)CSc2ccccc2)cc1
→ -7%	8%	-2%	5%	0	16%	-5%	-3%	-2%
- O=C1NC(=O)C2(COC(c3ccncc3)OC2)S1 (stereo not given)
→ 0%	1%	-1%	7%	-1	-4%	-1%	-1%	-3%
- O=C(C1CCC1)N(CCc1ccccc1)Cc1nc2ccccc2c(=O)[nH]1
→ -8%	1%	15%	14%	0	-11%	-2%[9.22 µM]	0%	-11%
- CC/C=C/C(=O)N1CC2(CC(c3cccc(NC(=O)CCCCC)c3)=NO2)C[C@H]1C(N)=O (stereo not given in full)
→ 17%	0%	5%	-1%	-7	2%	?	-1%	-1%
- Cc1cc2c(cc1C)N[C@]1(C[C@H]3CCCC(=O)N4CC[C@@H](C1)[C@@H]34)C(=NC(C)(C)CC(C)(C)C)N2
→ 21µM*!	-15%	37%	-10%	41	-11%	?	?	-16%
- CCOCCCN(C(=O)c1snc(C(N)=O)c1N)C(C(=O)NC1CCCC1)c1ccc(F)cc1 (stereo not given)
→ 3%	0%	-8%	4%	1	-7%	14%	23%	-5%
- Cc1cc(C(=O)CSc2ccccc2)cc(C)c1O
→ -3%	-13%	4%	4%	-8	-12%	3%	-3%	48%[activator]
- O=C(CSc1nccn1-c1cccc(Cl)c1)NO
→ 4%	-27%	2%	3%	0	-14%	5%	-11%	-21%
- Cn1cc(C(=O)N2CCCCCC2)c(=O)c2cc(S(=O)(=O)N3CCCCC3)ccc21
→ 23%	1%	27%	-1%	3	3%	-3%	1%	.
- O=C1CC(=O)N(CCc2ccccc2)C(=O)N1CCc1ccccc1
→ 17%	5%	?	-22%	5	3%	6%	3%	1%
- Cc1ccc(C(=O)Nc2cccc(-c3ccc(N4CCOCC4)nn3)c2)cc1
→ -25%	-10%	?	-12%	-16	-1%	-469%[inhibitor]	-2%	2%
- C/C(=N/NC(=O)OC(C)(C)C)c1ccco1
→ 0%	-9%	-4%	-17%	-3	-9%	-8%	1%	32%
- COc1cc(S(=O)(=O)N2CCOCC2)ccc1NC(=O)COC(=O)c1ccc(Cl)nc1
→ -12%	7%	-4%	-2%	22	0%	-5%	25%	7%
- CCOc1ccc(NC(=O)CCC(=O)c2ccc(OC)cc2)cc1
→ 8%	2%	-3%	-1%	2	-2%	-6%	4%	.
- CCOc1ccc(C(=O)OCCN(C)C)cc1
→ 8%	11%	-4%	3%	16	15%	-5%	3%	6%

Another view of some results above:
> O=C1NC(=O)C2(COC(c3ccncc3)OC2)S1 (stereo not given)
  KB-V1 cytotox = 0% | HT1080-NT tox = 1% | MCF10A rereplic = -1% | WRN inhibitor = 7% | IL1B secr inh = -1 | HT1080 IDH1KD tx = -4% | SW480 rerep = -1% | KB-3-1 tox = -1% | ATXN2 expr inh = -3%
> Cc1cc2c(cc1C)N[C@]1(C[C@H]3CCCC(=O)N4CC[C@@H](C1)[C@@H]34)C(=NC(C)(C)CC(C)(C)C)N2
  KB-V1 cytotox = 21µM*! | HT1080-NT tox = -15% | MCF10A rereplic = 37% | WRN inhibitor = -10% | IL1B secr inh = 41 | HT1080 IDH1KD tx = -11% | SW480 rerep = ? | KB-3-1 tox = ? | ATXN2 expr inh = -16%

Returning to the listing, repeating the two entries before the break.
Each structure is followed by: KB-V1 cytotox	HT1080-NT tox	MCF10A rereplic	WRN inhibitor	IL1B secr inh	HT1080 IDH1KD tx	SW480 rerep	KB-3-1 tox	ATXN2 expr inh
- CCOc1ccc(NC(=O)CCC(=O)c2ccc(OC)cc2)cc1
→ 8%	2%	-3%	-1%	2	-2%	-6%	4%	.
- CCOc1ccc(C(=O)OCCN(C)C)cc1
→ 8%	11%	-4%	3%	16	15%	-5%	3%	6%
- C[C@@H]1CCCCO[C@H](CN(C)Cc2ccc3c(c2)OCO3)[C@@H](C)CN([C@H](C)CO)C(=O)c2cc(NC(=O)c3ccccc3)ccc2O1
→ 0%	?	.	-3%	?	?	.	?	-28%
- Cc1nc(NS(=O)(=O)c2ccccc2C)c2c3c(sc2n1)CCC3
→ 0%	-10%	6%	4%	23	-5%	-6%	-6%	3%
- CCOC(=O)c1ccc(CSc2ncn[nH]2)o1
→ -8%	0%	11%	-13%	1	1%	3%	1%	5%
- O=C(CCNS(=O)(=O)c1ccccc1C(F)(F)F)N1CCCCCCC1
→ -7%	6%	-6%	3%	-2	2%	16%	10%	5%
- CC1C=CCC2C(=O)N(c3ccc(OC(=O)c4ccco4)cc3)C(=O)C12 (stereo not given)
→ 0%	1%	-7%	1%	3	0%	-1%	3%	-25%
- O=C(NC1CCCCC1)NS(=O)(=O)c1ccc2c(c1)CCC2
→ 1%	10%	-4%	8%	8	23%	-1%	12%	12%
- Cc1ccc(C(=O)COc2ccccc2N2C(=O)c3ccccc3C2=O)cc1
→ -3%	-2%	-7%	-31%[57.1 µM]	22	16%	2%	-3%	8%[11.3 µM]
- COc1cccc(C2C=C(c3cccs3)Nc3ncnn32)c1OC (stereo not given)
→ 0%	7%	-5%	-8%	-5	14%	-5%	0%	-12%
- NS(=O)(=O)c1cccc(NC(=O)CCS(=O)(=O)c2ccc(Cl)cc2)c1
→ ?	-2%	4%	3%	74	-8%	?	0%	.
- Oc1ccc(C[C@@H]2CNCCN2CC2CCCCC2)cc1
→ -1%	-26%	-30%	-1%	-21	-4%	-3%	0%	-10%
- C=C(C)C(=O)N1CC2(CC(c3cccc(NC(=O)/C(C)=C\C)c3)=NO2)C[C@H]1C(N)=O (stereo not given in full)
→ -29%	4%	-2%	-1%	5	1%	-3%	10%	0%
- O=S(=O)(NCC1NCCc2ccccc21)c1ccccc1 (stereo not given)
→ -3%	21%	-16%	13%	21	19%	-1%	-5%	4%
- CN(C(=S)NC(=O)c1ccc(Cl)cc1)C1CCCCC1
→ -6%	-20%	8%	-28%	20	-18%	2%	-10%	18%
- CN(Cc1ccccc1)c1nc2c(c(=O)[nH]c(=O)n2C)n1Cc1ccccc1F
→ 0%	-3%	-4%	-4%	-8	-3%	52%	-7%	-9%
- OC(c1ccc(F)c(F)c1)c1nc(-c2ccc3c(c2)OCO3)cs1 (stereo not given)
→ 1%	-8%	.	-9%	-15	-25%	.	0%	1%
- N#CCC(C(=O)c1cccnc1)c1ccccc1 (stereo not given)
→ -1%	0%	.	3%	2	2%	.	0%	.
- NC(=O)CC(O)c1cccc(Cl)c1 (stereo not given)
→ 21%	15%	-27%	-6%	16	13%	1%	17%	5%
- CN(C)S(=O)(=O)n1cc(/C=C(\NC(=O)c2ccccc2)C(=O)NCCCN2CCOCC2)c2ccccc21
→ 2%	-7%	?	-5%	-10	-7%	?	-2%	0%
- COc1ccc(S(=O)(=O)NCC(c2ccc(F)cc2)N2CCN(C)CC2)cc1 (stereo not given)
→ ?	2%	1%	-7%	-5	5%	-3%	-3%	-12%
- COc1ccc(CCNC(=O)CSc2nnc(CNC(=O)c3c(F)cccc3Cl)o2)cc1OC
→ ?	-2%	0%	1%	32	9%	-12%	2%	2%
- COc1ccc(/C=C/C(=O)NCCc2nc3ccccc3[nH]2)cc1
→ -19%	9%	?	0%	.	-1%	93%	22%	9%
- COCCN1C=C(C(=O)OC)C(c2ccc(Cl)cc2)C(C(=O)OC)=C1
→ 7%	-4%	16µM*	0%	-19	-1%	9.2µM*	-9%	2%
- CCc1cccc(NC(=O)c2ccc(NS(=O)(=O)c3c(C)noc3C)cc2)c1
→ 3%	-12%	?	-5%	-5	-15%	-2%	7%	-8%
- CCOc1ccc(NC(=O)CN(C)C(=O)c2ccccc2OCc2c(C)noc2C)cc1OCC
→ 0%	-1%	3%	-4%	7	2%	-1%	10%	-1%
- CC1CCN(C(=O)/C(=C\c2ccco2)NC(=O)c2ccccc2)CC1
→ -12%	0%	2%	-3%	-5	1%	-4%	1%	3%
- COc1ccccc1-c1nc(C#N)c(N2CCN(C(=O)c3ccco3)CC2)o1
→ .	3%	1%	-19%	9	1%	-3%	.	-11%
- CCN1C(=O)C(C(=O)NC(C)c2ccccc2)C2CC1(C)Oc1ccccc12 (stereo not given)
→ -11%	16%	?	-14%	9	15%	-3%	16%	-3%
- O=C(Nc1ccc(F)c(Cl)c1)c1csc([C@@H]2O[C@H](CO)[C@H](O)[C@H](O)[C@H]2O)n1
→ 2%	0%	.	6%	19	14%	.	0%	6%
